Compound activity from PubChem BioAssay.
NTR1 ag – agonists of NTR1, primary screen, imaging, U2OS cells, beta-arrestin-GFP, high content (AID 493036) | actives 0.17% (n = 330,000) | activation, % at 20 µM | NTR1-U2OS beta-arrestin-GFP spot imaging, agonist mode;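 active = activation at or above 40% of the spot to cytoplasm intensity ratio, with at least 20 cells analyzed; inconclusive = wells under 20 cells, flagged as cytotoxic or low count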;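 also: 0% = DMSO without peptide and 100% = 100 nM NTR1 peptide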
Target sequence (P30989 whole entry, looked up): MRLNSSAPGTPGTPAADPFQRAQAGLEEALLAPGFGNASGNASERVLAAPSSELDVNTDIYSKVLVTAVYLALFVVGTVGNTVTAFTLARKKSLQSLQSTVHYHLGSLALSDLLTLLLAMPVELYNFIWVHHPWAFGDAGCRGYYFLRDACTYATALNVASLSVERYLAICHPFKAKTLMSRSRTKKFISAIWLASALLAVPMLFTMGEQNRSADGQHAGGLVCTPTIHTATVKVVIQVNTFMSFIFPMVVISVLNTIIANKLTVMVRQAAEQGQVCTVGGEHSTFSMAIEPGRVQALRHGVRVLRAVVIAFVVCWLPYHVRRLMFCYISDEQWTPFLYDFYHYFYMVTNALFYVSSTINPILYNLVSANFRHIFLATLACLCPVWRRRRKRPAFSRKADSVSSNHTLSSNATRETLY
GPR35 antagonists – GPR35 antagonists blocking zaprinast-driven arrestin recruitment, primary screen, imaging, U2OS, beta-arrestin-GFP, zaprinast agonist (AID 2058). G-protein coupled receptor 35 (Homo sapiens). U2OS GPR35 beta-arrestin-GFP translocation imaging, zaprinast antagonism; higher % means a stronger effect. one-dose inhibition, % at 10 µM; IC50 in µM for titrated hits. actives 0.052% (n = 290,000);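 active = inhibition of at least 50% with at least 30 cells and total cytoplasm GFP at most 10,000,000; inconclusive = under 30 cells or total GFP of 10,000,000 plus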
PhoP inhibition – inhibitors of PhoP regulon expression, primary screen, Salmonella Typhimurium, GFP reporter (AID 1863); S. Typhimurium PhoP-regulated promoter GFP reporter, 4 h; higher % means a stronger effect; actives 0.16% (n = 300,000); inhibition, % at 50 µM; hits with a dose series show IC50 in µM;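 active = inhibition over 29.93%, a cutoff 3 SD above the screen mean, later confirmed by dose response; inconclusive = inhibition over 29.93% but no dose response follow-up; inactive = inhibition at most 29.93% or unconfirmed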;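 also: 0% = low Mg2+ inducing control and 100% = high Mg2+ repressing control; strong numbers were not always called active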
GPR55 LPI antagonism – GPR55 antagonists blocking LPI-driven arrestin recruitment, primary screen, imaging, U2OS, beta-arrestin-GFP, LPI agonist (AID 2013) | G-protein coupled receptor 55 (Homo sapiens) | U2OS GPR55 beta-arrestin-GFP translocation imaging, LPI antagonism; higher % means a stronger effect | inhibition, % at 10 µM, or IC50 in µM where a hit was titrated | actives 0.13% (n = 290,000);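 active = spots per cell inhibited over 60%, with over 100 cells counted and total cytoplasm intensity under 500,000; inconclusive = wells with under 100 cells, flagged as likely toxic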;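 also: U2OS cells stably carrying GPR55 and arrestin-GFP stimulated by 5 µM LPI near EC80; imaged beta-arrestin-GFP aggregate spots per cell after agonist stimulation; plate controls were LPI-stimulated DMSO wells for no effect and DMSO wells without LPI for full effect; some results filed as inactive read as strong as hits; confirmed hits need IC50 under 10 µM and bright autofluorescent wells are also inconclusive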
GPR55 activation – GPR55 agonists via beta-arrestin recruitment, primary screen, imaging, U2OS cells, beta-arrestin-GFP redistribution (AID 1961); one-dose activation, % at 10 µM; EC50 in µM for titrated hits; U2OS GPR55 beta-arrestin-GFP redistribution imaging; higher % means a stronger effect; actives 0.048% (n = 290,000);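 active = activation above 40% with more than 50 cells counted in the well; inconclusive = wells holding fewer than 50 cells, flagged as toxic or sparse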;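 also: U2OS osteosarcoma cells stably expressing GPR55 and beta-arrestin-GFP; plate controls were DMSO negative control for no effect and LPI positive control for full effect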
KOR beta-arrestin-1 – KOR agonists, beta-arrestin recruitment, primary screen, cell-based, luminescence, uHTS (AID 1777) | Kappa-type opioid receptor (Homo sapiens) | KOR beta-arrestin recruitment, luminescence; higher % means a stronger effect | activation, % at 10 µM, or EC50 in µM where a hit was titrated | actives 0.02% (n = 280,000); in the data active = activation above about 50%, passing the limit was not always enough; also: a part of the inactive calls stands beside numbers as strong as those of hits
T cell HTS – modulators of CD8 T cell-vesicle binding, primary screen, mouse 2C CD8+ T cells, flow cytometry | 2C CD8+ T cell-vesicle binding; stronger effect = lower value | calls only at 7 µM | actives 0.068% (n = 330,000) | AID 2052, 2009;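 active = response, share of CD8 T cells binding vesicles, and their 90th percentile fluorescence all below set limits, cut at about 80% in these data, passing the limit was not always enough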
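Assay system: 2C TCR transgenic mouse naive CD8+ T cells, MACS-purified | Read-out: CD8+ gate FL2 mean fluorescence as % of same-row positive control | Signal: High-throughput flow cytometry with anti-B7-1 and anti-CD8 staining | Timing: Binding step 1.5 h, 37 °C, antibody labelling 20 min, ice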
KOR beta-arrestin-2 – KOR antagonists, beta-arrestin recruitment, cell-based, luminescence, uHTS (AID 1778); inhibition, % at 10 µM; hits with a dose series show IC50 in µM; KOR beta-arrestin recruitment, luminescence, antagonist mode; higher % means a stronger effect; actives 0.091% (n = 290,000); in the data active = inhibition above about 50%; also: strong numbers were not always called active
West Nile virus CPE – West Nile virus antiviral activity, cell-based, CPE readout (AID 1621) | West Nile virus-infected cells, CPE inhibition; higher % means a stronger effect | one-dose CPE inhibition, % at 10 µM; IC50 in µM for titrated hits | actives 0.02% (n = 290,000); in the data active = a potency from the dose series; inconclusive = CPE inhibition mostly from about 3.7% at the one dose, without a potency; inactive = the rest, 99 in 100 with CPE inhibition below about 2.2%; also: strong numbers were not always called active
T cell HTS vesicle-bound % – also measured in T cell HTS; calls as there; double positive events, %; measured here: CD8+ vesicle-bound cell fraction;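 binding gate set so that unloaded-vesicle control wells show 10% double positive cells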
NTR1 ag cell count 20 µM – recorded beside NTR1 ag, whose call it bears; cell count; measured here: cell count, cytotoxicity flag
An asterisk follows results filed as active; [ ] = dose if it differs, or a comment.

The opening 2 records, ahead of the listing:
Screening CCc1ccccc1NC(=O)NCCN1CCCCC1 returned NTR1 ag 0.2, GPR35 antagonists 0%, PhoP inhibition 1%, GPR55 LPI antagonism -8%, GPR55 activation 0.4%, KOR beta-arrestin-1 1.5%, T cell HTS inactive, KOR beta-arrestin-2 -2%, West Nile virus CPE 0.3%, T cell HTS vesicle-bound % 32 and NTR1 ag cell count 20 µM 46.
N/C(=N\OC(=O)C(c1ccccc1)c1ccccc1)c1ccncc1 was read as NTR1 ag 3.0, GPR35 antagonists 9%, PhoP inhibition -4%, GPR55 LPI antagonism 1%, GPR55 activation 1.9%, KOR beta-arrestin-1 -0.2%, T cell HTS inactive, KOR beta-arrestin-2 2%, West Nile virus CPE 0.0%, T cell HTS vesicle-bound % 29 and NTR1 ag cell count 20 µM 58.

The listing, previewed entries included:
Screening CCc1ccccc1NC(=O)NCCN1CCCCC1 returned NTR1 ag 0.2, GPR35 antagonists 0%, PhoP inhibition 1%, GPR55 LPI antagonism -8%, GPR55 activation 0.4%, KOR beta-arrestin-1 1.5%, T cell HTS inactive, KOR beta-arrestin-2 -2%, West Nile virus CPE 0.3%, T cell HTS vesicle-bound % 32 and NTR1 ag cell count 20 µM 46.
N/C(=N\OC(=O)C(c1ccccc1)c1ccccc1)c1ccncc1 was read as NTR1 ag 3.0, GPR35 antagonists 9%, PhoP inhibition -4%, GPR55 LPI antagonism 1%, GPR55 activation 1.9%, KOR beta-arrestin-1 -0.2%, T cell HTS inactive, KOR beta-arrestin-2 2%, West Nile virus CPE 0.0%, T cell HTS vesicle-bound % 29 and NTR1 ag cell count 20 µM 58.
Cc1ccc(CN2[C@@H]3c4ccccc4C[C@@H]3OCCS2(=O)=O)cc1 was read as NTR1 ag 2.0, GPR35 antagonists 3%, GPR55 LPI antagonism 5%, GPR55 activation -0.2%, KOR beta-arrestin-1 -6.0%, T cell HTS inactive, KOR beta-arrestin-2 -28%[20 µM], West Nile virus CPE -0.1%, T cell HTS vesicle-bound % 14 and NTR1 ag cell count 20 µM 92.
For CCOc1ccc(Nc2oc(-c3cccs3)nc2C#N)cc1 the results were NTR1 ag 2.1, GPR35 antagonists 12%, PhoP inhibition -5%, GPR55 LPI antagonism 22%, GPR55 activation -0.1%, KOR beta-arrestin-1 7.4%, T cell HTS inactive, KOR beta-arrestin-2 -5%, West Nile virus CPE 0.0%, T cell HTS vesicle-bound % 36 and NTR1 ag cell count 20 µM 38.
For O=C1CC(C(=O)NCc2ccccc2)N=C(N2CCCCC2)N1 (stereo unspecified) the results were NTR1 ag 2.6, GPR35 antagonists -1%, PhoP inhibition -9%, GPR55 LPI antagonism -4%, GPR55 activation 0.0%, KOR beta-arrestin-1 2.1%, T cell HTS inactive, KOR beta-arrestin-2 -6%, West Nile virus CPE -0.1%, T cell HTS vesicle-bound % 48 and NTR1 ag cell count 20 µM 76.
For CC1(C)CC(=O)/C(=C(\O)CCCN2C(=O)c3ccccc3C2=O)C(=NCCO)C1 the results were NTR1 ag 1.8, GPR35 antagonists -8%, PhoP inhibition -5%, GPR55 LPI antagonism 5%, GPR55 activation -0.1%, KOR beta-arrestin-1 -2.0%, T cell HTS inactive, KOR beta-arrestin-2 -1%, West Nile virus CPE -0.3%, T cell HTS vesicle-bound % 34 and NTR1 ag cell count 20 µM 67.
Screening CC(=O)Nc1ccccc1OCC(=O)NC(C)c1ccccc1 (stereo unspecified) returned NTR1 ag -3.2, GPR35 antagonists 0%, PhoP inhibition 20%, GPR55 LPI antagonism 11%, GPR55 activation 0.0%, KOR beta-arrestin-1 -0.9%, T cell HTS inactive, KOR beta-arrestin-2 23%, West Nile virus CPE -1.1%, T cell HTS vesicle-bound % 58 and NTR1 ag cell count 20 µM 64.
Cc1ccc(NC(=S)N(CCCN2CCOCC2)Cc2ccco2)cc1Cl was read as NTR1 ag 0.3, GPR35 antagonists 7%, PhoP inhibition 11%, GPR55 LPI antagonism -3%, GPR55 activation -0.3%, KOR beta-arrestin-1 16%, T cell HTS inactive, KOR beta-arrestin-2 17%, West Nile virus CPE -1.2%, T cell HTS vesicle-bound % 12 and NTR1 ag cell count 20 µM 53.
Screening O=C1c2ccccc2-c2nnc(-c3ccc(O)cc3)cc21 returned NTR1 ag -3.3, GPR35 antagonists -11%, PhoP inhibition 10%, GPR55 LPI antagonism -2%, GPR55 activation -0.1%, KOR beta-arrestin-1 -4.0%, T cell HTS inactive, KOR beta-arrestin-2 -108%, West Nile virus CPE 0.4%, T cell HTS vesicle-bound % 59 and NTR1 ag cell count 20 µM 80.
For OCCC1CN(Cc2cccc3c2OCO3)CCN1C1CCCC1 (stereo unspecified) the results were NTR1 ag 0.5, GPR35 antagonists 16%, PhoP inhibition 8%, GPR55 LPI antagonism 15%, GPR55 activation -0.1%, T cell HTS inactive, KOR beta-arrestin-2 -16%[20 µM], West Nile virus CPE -1.2%, T cell HTS vesicle-bound % 67 and NTR1 ag cell count 20 µM 100.
CC(C)N1CC(C(=O)Nc2cccc([N+](=O)[O-])c2)CC1=O (stereo unspecified) was read as NTR1 ag 0.6, GPR35 antagonists 2%, PhoP inhibition -3%, GPR55 LPI antagonism -18%, GPR55 activation 0.0%, KOR beta-arrestin-1 -7.3%, T cell HTS inactive, KOR beta-arrestin-2 -15%[20 µM], West Nile virus CPE -0.7%, T cell HTS vesicle-bound % 25 and NTR1 ag cell count 20 µM 50.
For CCC(=O)Nc1ccc(Cl)c(NC(=O)c2ccc(Br)o2)c1 the results were NTR1 ag -1.2, GPR35 antagonists 21%, PhoP inhibition 12%, GPR55 LPI antagonism -1%, GPR55 activation -0.1%, KOR beta-arrestin-1 -3.2%, T cell HTS inactive, KOR beta-arrestin-2 32%, West Nile virus CPE 0.5%, T cell HTS vesicle-bound % 25 and NTR1 ag cell count 20 µM 40.
Screening CCOc1ccc(C(C)=O)cc1COC(=O)C1=COCCO1 returned NTR1 ag 0.3, GPR35 antagonists 15%, PhoP inhibition 1%, GPR55 LPI antagonism 4%, GPR55 activation -0.2%, KOR beta-arrestin-1 -3.8%, T cell HTS inactive, KOR beta-arrestin-2 -20%, West Nile virus CPE 0.2%, T cell HTS vesicle-bound % 16 and NTR1 ag cell count 20 µM 39.
For CC(C)(C)C(=O)Nc1cccc(-c2nc3ccccc3[nH]2)c1 the results were NTR1 ag 1.4, GPR35 antagonists 0%, PhoP inhibition 8%, GPR55 LPI antagonism 5%, GPR55 activation 0.0%, KOR beta-arrestin-1 -1.1%, T cell HTS inactive, KOR beta-arrestin-2 -8%, West Nile virus CPE 0.4%, T cell HTS vesicle-bound % 49 and NTR1 ag cell count 20 µM 44.
COc1ccc(-c2ccc(CCC(=O)O)n2CC(C)C)cc1 was read as NTR1 ag 1.7, GPR35 antagonists 5%, PhoP inhibition 1%, GPR55 LPI antagonism 0%, GPR55 activation -0.1%, KOR beta-arrestin-1 -2.7%, T cell HTS inactive, KOR beta-arrestin-2 14%, West Nile virus CPE inconclusive, T cell HTS vesicle-bound % 26 and NTR1 ag cell count 20 µM 43.
`COc1ccc(C(=O)COC(=O)CCN2C(=O)[C@@H]3[C@H](C2=O)[C@@H]2C[C@H]3C(Br)C2Br)cc1` (stereo partly specified) gave NTR1 ag 4.1, GPR35 antagonists -11%, PhoP inhibition -5%, GPR55 LPI antagonism 1%, GPR55 activation inconclusive, KOR beta-arrestin-1 5.7%, T cell HTS inactive, KOR beta-arrestin-2 25%, West Nile virus CPE -0.1%, T cell HTS vesicle-bound % 37 and NTR1 ag cell count 20 µM 75.
Screening COc1ccc(S(=O)(=O)N2CCN(CCCOc3ccc(F)cc3)CC2)cc1OC returned NTR1 ag -1.1, GPR35 antagonists -13%, PhoP inhibition 4%, GPR55 LPI antagonism 5%, GPR55 activation -0.1%, KOR beta-arrestin-1 1.9%, T cell HTS inactive, KOR beta-arrestin-2 -22%, West Nile virus CPE -2.0%, T cell HTS vesicle-bound % 34 and NTR1 ag cell count 20 µM 48.
Screening Cn1cc(C(=O)c2ccc(Cl)cc2Cl)cc1C(=O)O returned NTR1 ag 0.3, GPR35 antagonists 5%, PhoP inhibition -9%, GPR55 LPI antagonism 15%, GPR55 activation -0.1%, KOR beta-arrestin-1 0.9%, T cell HTS inactive, KOR beta-arrestin-2 8%, T cell HTS vesicle-bound % 30 and NTR1 ag cell count 20 µM 81.
Screening O=C(NCC(=O)N(CC1CCCO1)C(C(=O)NC1CCCCC1)c1ccccc1)c1cccs1 (stereo unspecified) returned NTR1 ag 4.5, GPR35 antagonists -5%, PhoP inhibition 11%, GPR55 LPI antagonism 3%, GPR55 activation -0.1%, KOR beta-arrestin-1 7.7%, T cell HTS inactive, KOR beta-arrestin-2 19%, West Nile virus CPE -0.3%, T cell HTS vesicle-bound % 34 and NTR1 ag cell count 20 µM 50.
For CNc1ncnc2sc(-c3ccccc3)cc12 the results were NTR1 ag 1.9, GPR35 antagonists 10%, PhoP inhibition -9%, GPR55 LPI antagonism 3%, GPR55 activation 1.0%, KOR beta-arrestin-1 5.3%, T cell HTS inactive, KOR beta-arrestin-2 -25%, West Nile virus CPE -0.9%, T cell HTS vesicle-bound % 30 and NTR1 ag cell count 20 µM 57.
Screening NS(=O)(=O)c1ccc(CCNC(=O)CSc2ccc(Cl)cc2)cc1 returned NTR1 ag 0.5, GPR35 antagonists -7%, PhoP inhibition -4%, GPR55 LPI antagonism 7%, GPR55 activation -0.3%, KOR beta-arrestin-1 -8.7%, T cell HTS inactive, KOR beta-arrestin-2 21%, West Nile virus CPE -0.2%, T cell HTS vesicle-bound % 34 and NTR1 ag cell count 20 µM 47.
For C/C(=N\NS(=O)(=O)c1ccc(C)c([N+](=O)[O-])c1)c1cc2ccccc2o1 the results were NTR1 ag -1.1, GPR35 antagonists -4%, PhoP inhibition 5%, GPR55 LPI antagonism -1%, GPR55 activation 0.0%, KOR beta-arrestin-1 5.9%, T cell HTS inactive, KOR beta-arrestin-2 -32%, West Nile virus CPE -0.5%, T cell HTS vesicle-bound % 29 and NTR1 ag cell count 20 µM 68.

Not a hit list; 0.62% or so of the library scored in one or more.
